High-throughput results: PubChem BioAssay, National Center for Advancing Translational Sciences (NCATS)
HCMV antiviral – inhibitors of human cytomegalovirus | HFF cells, HCMV-luciferase reporter, 72 h; active compounds read low | activity change, negative = inhibition, % at 57.5 µM | hit rate 4.5% among 410,000 | AID 1259415; in the data active means activity change below about -60%; inconclusive means no clear call, values can overlap the other calls; inactive means above about -39%
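Cell-based, HFFs, 1000 cells/well, 16 h 37C; cpds in DMSO + HCMV-luc, MOI 1 PFU/cell; 72 h 37C; OneGlo luminescence after 5 min RT; norm. to buffer vs Salinomycin 10uM.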
LmPK inh – LmPK (Leishmania mexicana) enzyme inhibition | Q27686 | purified LmPK, Kinase-Glo ATP luminescence, 1 h | Potency, µM (doses to about 57.5 µM), for the others: top-dose activity change, negative = inhibition, most hits filed as inhibitors | hit rate 0.37% among 290,000 | AID 1721; further: potency means the concentration at half of the fitted maximal effect
Target sequence (Q27686 whole entry, looked up): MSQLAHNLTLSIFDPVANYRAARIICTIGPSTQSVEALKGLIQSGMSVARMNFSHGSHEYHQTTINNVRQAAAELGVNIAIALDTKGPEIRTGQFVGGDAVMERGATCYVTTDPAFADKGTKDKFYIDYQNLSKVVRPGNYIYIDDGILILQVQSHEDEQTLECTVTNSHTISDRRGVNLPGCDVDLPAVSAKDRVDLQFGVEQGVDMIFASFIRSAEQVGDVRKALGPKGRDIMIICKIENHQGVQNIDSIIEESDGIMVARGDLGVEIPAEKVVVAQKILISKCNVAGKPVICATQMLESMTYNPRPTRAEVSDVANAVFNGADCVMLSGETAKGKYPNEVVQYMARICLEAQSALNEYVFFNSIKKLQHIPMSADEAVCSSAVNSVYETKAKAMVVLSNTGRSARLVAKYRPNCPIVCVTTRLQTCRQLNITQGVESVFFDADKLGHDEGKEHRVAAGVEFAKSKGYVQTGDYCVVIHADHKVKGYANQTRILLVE
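Purified LmPK (0.1 nM) converted ADP (0.1 mM) to ATP with PEP (0.5 mM) in imidazole buffer pH 7.2 with KCl and MgCl2, 1 h at room temperature. ATP was read by Kinase-Glo luminescence; data normalized to uninhibited and no-enzyme controls.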
AmpC detergent – blocks E. coli AmpC beta-lactamase in detergent assay | Potency, µM (titrated, usually from 114 µM), without a hit: at the highest dose activity change, negative = inhibition, actives largely listed as inhibitors | hit rate 0.041% among 370,000 | AID 485294 | AmpC hydrolysis of nitrocefin, absorbance 480 nm, 0.01% Triton | P00811;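 further: potency means the concentration at half of the fitted maximal effect; 0% = no-compound wells and -100% = no-enzyme wells; nearly all actives have a fitted effect of over 25% in size; some results filed as inactive show a strong effect at the top dose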
Target sequence (P00811 whole entry, looked up): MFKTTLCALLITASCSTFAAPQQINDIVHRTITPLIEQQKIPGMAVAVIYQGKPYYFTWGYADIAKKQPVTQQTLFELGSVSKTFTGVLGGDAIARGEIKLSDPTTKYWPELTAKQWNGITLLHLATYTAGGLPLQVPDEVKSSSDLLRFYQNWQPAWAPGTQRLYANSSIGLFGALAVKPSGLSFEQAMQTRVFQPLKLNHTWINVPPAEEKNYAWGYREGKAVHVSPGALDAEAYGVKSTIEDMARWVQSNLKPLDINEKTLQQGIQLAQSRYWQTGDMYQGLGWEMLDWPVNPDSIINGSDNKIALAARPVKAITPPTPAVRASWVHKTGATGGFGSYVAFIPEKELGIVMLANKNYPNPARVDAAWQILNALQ
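20 mM phosphate pH 7.0 + 0.01% (detergent screen) or 0.0001% Triton X-100; 5.3 nM AmpC reagent; cpd preinc 15 min RT; nitrocefin (800 uM stock) to start; A480 q20 s × 4 min; Activity was normalised to no-enzyme and no-compound control wells.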
Tb PYK inh – T. brucei pyruvate kinase inhibition | Q57TT1 | TbPYK enzyme, Kinase-Glo Plus ATP luminescence, 45 min | Potency, µM (doses to about 76.8 µM), inactives show top-dose activity, negative = inhibition, most hits filed as inhibitors | hit rate 0.12% among 410,000; further: potency means the concentration at half of the fitted maximal effect; nearly all actives have a fitted effect of over 50% in size
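Luminescence from Kinase-Glo Plus, added after a 45-minute room-temperature reaction, served as the end-point read-out. The enzyme and substrate were preincubated with compound before ADP (130 uM final) initiated turnover. Concentration-effect curves came from normalized qHTS data.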
AmpC no deterg – AmpC beta-lactamase inhibition without detergent; hit rate 0.52% among 330,000; AmpC nitrocefin hydrolysis, absorbance 480 nm, 0.0001% Triton; Potency, µM (highest dose often 57.1 µM), without a hit: at the highest dose activity change, negative = inhibition, most hits filed as inhibitors;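 further: potency means the concentration at half of the fitted maximal effect; plate controls were no compound for no effect and no enzyme for full effect; nearly all actives have a fitted effect of over 20% in size; some results filed as inactive show a strong effect at the top dose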
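AmpC (5.3 nM in the dispensed reagent) in 20 mM phosphate pH 7.0 with 0.01% (detergent screen) or 0.0001% Triton X-100 was preincubated with compounds for 15 min at room temperature. Nitrocefin was then added from an 800 uM solution, and hydrolysis was followed at 480 nm.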
HCV inh – inhibitors of hepatitis C virus infection; Huh7.5.1 HCVcc-Cre infection, luciferase reporter, 44 h; Potency, µM (titrated, usually from 41.8 µM), for the others: at the highest dose activity change, negative = inhibition, usual class: inhibitors; hit rate 3.4% among 340,000; AID 651820; further: potency means the concentration at half of the fitted maximal effect
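Compounds are dispensed onto cells plated 4 h earlier at 1,000 per well, with HCVcc-Cre virus (about 0.5 moi) added next. Following 44 h of culture, luminescent signal is measured for 15 sec after 15 min with substrate at room temperature.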
AMA1 RON2 block – inhibitors of Plasmodium falciparum AMA1-RON2 interaction; hit rate 0.2% among 360,000; Potency, µM (series often up to 58.2 µM), without a hit: at the top dose activity change, negative = inhibition, actives largely listed as inhibitors; AID 720542; AlphaScreen AMA1-biotinylated RON2 peptide binding;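 further: potency means the concentration at half of the fitted maximal effect; 0% = vehicle wells and -100% = peptide control; nearly all actives have a fitted effect of over 45% in size; some results filed as inactive show a strong effect at the top dose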
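AMA1 (3D7) with his tag at 25 nM final met compounds first, then biotinylated RON2 peptide at 25 nM; detection used donor plus acceptor beads, 10 µg/mL apiece, read by AlphaScreen after 30 min at room temperature.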
Numbers without * were called inactive; ? = inconclusive; / = not tested or not shown; & = joins results of further samples; [ ] = dose if it differs, or a comment. Unless noted, the call rests on the fitted dose curve; in most records, active means well fitted curve in the direction sought with a large enough effect; inconclusive means small, poorly fitted or top-dose-only effect, or another doubt; inactive means no such curve, though single readings can be large; an effect the other way counts as inactive or inconclusive. Unless noted, on the % scale 0 is the no-effect control and ±100 the full control effect.

cpd	Compound	HCV inh	AMA1 RON2 block	AmpC detergent	LmPK inh	Tb PYK inh	HCMV antiviral	AmpC no deterg
1	COc1cc2c(cc1OC)C(Nc1ccccc1)=NC(C)(C)C2	9%	-2%	-9%	3%	3%	-27	-26%
2	O=C(Nc1sc2c(c1C(=O)O)CCCC2)c1cccs1	?	16%	?	-14%	/	26	-30%
3	Cc1cnc(C(=O)OCC(=O)NC(=O)c2ccccc2)cn1	-15%	-1%	0%	/	-3%	24	-10%
4	O=C(C1CCC(CNS(=O)(=O)c2cccs2)CC1)N1CCCCC1 (stereo not drawn)	-5%	-5%	?	-1%	1%	61	-2%
5	COc1cccc(/C=C2\SC(N3CCC(C)CC3)=NC2=O)c1OC	-13%	18%	1%	6%	3%	-28	3%
6	CN1C(=O)C(=Cc2sc(=O)n(-c3ccccc3)c2N(C)C)C(=O)N(C)C1=O	?	-17%	-3%	-3%	9%	-60*	-4%
7	CC(NC(=O)CCN1C(=O)c2ccccc2C1=O)c1ccc2c(c1)CCCC2 (stereo not drawn)	20%	-7%	-12%	4%	-15%	-6	25%
8	COc1ccc(C2c3[nH]c4ccccc4c3C[C@H]3C(=O)N(CCCO)CC(=O)N23)cc1OC (stereo partly drawn)	18%	-2%	4%	2%	3%	22	118%[activator]
9	CC(CCc1ccccc1)NC(=O)CCNC(=O)Cn1ccc2ccccc2c1=O (stereo not drawn)	8%	5%	-9%	1%	-3%	22	-6%
10	CCNC(=O)C(CCSC)NS(=O)(=O)c1ccc(C)cc1 (stereo not drawn)	17%	17%	5%	-3%	1%	-6	3%
11	COc1ccccc1NC(=O)c1nnn(CC(=O)Nc2cc(C)cc(C)c2)c1N	-6%	-2%	1%	4%	5%	-16	-57%
12	O=C(CSc1nnc(-c2cccc(F)c2)o1)NC1CCCC1	?	15%	?	0%	12%	-2	-2%
13	COc1ccc(-c2nc3ccccc3c(=O)n2CCOc2ccc(C)cc2C)cc1	-12%	-1%	?	-2%	-3%	-14	-18%
14	Cc1ccc(NC(=O)CCC(=O)NNC(=O)Nc2cccc(Cl)c2)c(C)c1	15%	106%[activator]	-12%	8%	-2%	-11	51%
15	Cc1cc(/C=C2\C(=O)NC(=O)N(c3ccc(F)cc3)C2=O)c(C)n1-c1cccc(C(=O)O)c1	-5%	-5%	8%	7%	-18%	21	-35%
16	O=C1c2ccccc2C(O)(c2ccccc2)N1c1ccc([N+](=O)[O-])cc1Cl (stereo not drawn)	3%	-7%	/	/	0%	17	/
17	CS(=O)(=O)c1cccc(-c2nnc(NC(=O)c3ccc(S(=O)(=O)N4CCCC4)cc3)o2)c1	22%	71%[activator]	?	/	-1%	-24	-18%
18	COc1cccc2c1Oc1nc(-c3ccccc3)nc(SCC(=O)Nc3ccccc3)c1C2	/	/	5%	/	-1%	35	/
19	O=S(=O)(c1cc(Cl)cc(Cl)c1)N1CCCC1c1nc2ccccc2s1 (stereo not drawn)	2%	7%	-5%	7%	3%	-16	-16%
20	CCC1(c2ccc(F)cc2)NC(=O)N(CC(=O)Nc2cccc(S(=O)(=O)N3CCOCC3)c2)C1=O (stereo not drawn)	-20%	-8%	/	/	3%	-23	/
21	COc1cc2c(cc1OC)CN(C(=O)c1ccc(S(=O)(=O)N(C)c3ccccc3)cc1)CC2	?	-5%	-15%	5%	-1%	12	136%[activator]
22	Cc1cccc(-c2noc(-c3c(C)noc3C)n2)c1	3%	?	7%	-13%	-3%	1	-22%
23	O=c1c(Cl)c(N2CCN(c3ccc(F)cc3)CC2)cnn1C12CC3CC(CC(C3)C1)C2	0%	-15%	?	1%	-4%	-63*	13%
24	CCCCN(CC)Cc1c(O)ccc2c3c(c(=O)oc12)CCC3	14%	-2%	-7%	3%	4%	0	-38%
25	CNC(=O)c1ccc(N(Cc2ccccc2C)S(C)(=O)=O)cc1	13%	-12%	?	-1%	-6%	-21	-8%
26	CCN1CCN(Cc2nc(N)nc(Nc3ccc(C)c(C)c3)n2)CC1	?	17%	-5%	4%	-6%	-28	-17%
27	N#Cc1ccc(NC(=O)CN2CCCC2)cc1Cl	?	-3%	-1%	-2%	5%	3	-12%
28	O=S1(=O)CC(N2CCCCC2)CN1Cc1cn(Cc2ccc(C(F)(F)F)cc2)nn1 (stereo not drawn)	/	-5%	/	/	6%	9	/
29	CN(C)C(=O)CCc1ccc2c3c([nH]c2c1)[C@]1(C)[C@@H](C(=O)N2CCOCC2)C[C@H](CC(=O)NCc2ccco2)C(=O)N1CC3	-14%	-7%	/	/	0%	38	71%[activator]
30	CCOC(=O)C(NC(=O)CC)(Nc1ccc(S(N)(=O)=O)cc1)C(F)(F)F (stereo not drawn)	6%	-1%	-6%	-9%	2%	0	-1%
31	COc1cccc(NC(=O)C2CCN(c3cc(C)nc4c(-c5ccc(Cl)cc5)c(C)nn34)CC2)c1	/	/	-10%	/	4%	-5	/
32	C/C(=N\NS(=O)(=O)c1ccc(Cl)cc1)c1ccc(NC(=O)c2ccco2)cc1	6%	-10%	?	2%	-1%	-65*	-50%
33	O=C(/C=C/c1ccccc1)NCCOc1ccccc1	2%	-9%	-3%	0%	-10%	-35	-19%
34	CS(=O)(=O)Nc1cccc(C2=NN(S(C)(=O)=O)C(c3ccc4c(c3)OCO4)C2)c1 (stereo not drawn)	-12%	-2%	-4%	2%	-9%	80	40µM*
35	O=C1NC(=S)N/C1=C/c1cccn1-c1ccc([N+](=O)[O-])cc1	-25%	-1%	-7%	2%	-6%	-8	-28%[11.4 µM]
36	O=C(CN1C(=O)COc2ccccc21)NCCCN1CCN(Cc2ccccc2)CC1	0%	-12%	-3%	-4%	2%	/	0%
37	Cc1ccc(S(=O)(=O)N2CCCCC2CCNC(=O)C(=O)NCC2CCCO2)cc1 (stereo not drawn)	-16%	-7%	0%	/	-4%	-19	37%
38	COc1cc(NC(=O)COC(=O)C2CC2)c(C)cc1[N+](=O)[O-]	8%	-6%	-12%	-6%	2%	-13	-9%
39	COc1cccc(CNC(=O)CN2C(=O)c3ccccc3S2(=O)=O)c1	11%	14%	-4%	/	3%	36	-10%
40	O=C(NC1CCCC1)c1ccc(COCC(F)(F)F)o1	-7%	-7%	-13%	-12%	-3%	-2	-16%

Exported with one line to a screen: entries from further up.
33	O=C(/C=C/c1ccccc1)NCCOc1ccccc1
21	COc1cc2c(cc1OC)CN(C(=O)c1ccc(S(=O)(=O)N(C)c3ccccc3)cc1)CC2

screen / no.	33	21
HCV inh	2%	?
AMA1 RON2 block	-9%	-5%
AmpC detergent	-3%	-15%
LmPK inh	0%	5%
Tb PYK inh	-10%	-1%
HCMV antiviral	-35	12
AmpC no deterg	-19%	136%[activator]

(listing goes on)
cpd	Compound	HCV inh	AMA1 RON2 block	AmpC detergent	LmPK inh	Tb PYK inh	HCMV antiviral	AmpC no deterg
41	COC(=O)C1CC(O)CN1C(=O)c1ccco1 (stereo not drawn)	7%	0%	-6%	-2%	-13%	-22	-8%
42	CCCC(C)NC(=O)c1c2c(nc3ccccc13)CCC2 (stereo not drawn)	-14%	-3%	4%	9%	2%	-3	-31%
43	COc1ccccc1CNc1nc(NCc2ccccc2OC)c2sccc2n1	/	?	/	/	-4%	-91*	/
44	O=C(CN1CCN(c2ccccc2)CC1)Nc1ccc2c(c1)OCCO2	5%	-7%	?	15%	-2%	29	2%
45	CCn1c(SCC(=O)Nc2nc3c(s2)CCCC3)nc2c1c(=O)n(C)c(=O)n2C	/	/	-9%	-1%	/	/	2%
46	CC(NC(=O)CCNS(=O)(=O)c1cccc2nsnc12)c1ccccc1 (stereo not drawn)	6%	5%	1%&7%	1%	1%&0%	-24&-7	-8%
47	CCOC(=O)c1ccc(NC(=O)c2c(O)[nH]c(=O)[nH]c2=O)cc1	-11%	10%	-5%	-1%	-7%	24	-18%
48	CN(Cc1ccccc1)C(=O)CSc1nc2cc(C(=O)N3CCC(C(N)=O)CC3)ccc2c(=O)n1-c1ccccc1	-1%	-5%	-2%	3%	1%	/	-7%
49	CN(c1ccccc1)S(=O)(=O)c1ccc(Cl)c(C(=O)OCC(=O)N2CCOCC2)c1	23%	3%	-13%	-1%	7%	?	88%[activator]
50	Cc1cc(-c2ccc(S(=O)(=O)N3CCN(c4ccccc4F)CC3)s2)on1	-25%	-1%	-12%	3%	2%	0	-21%
51	CC1(C)CC(=O)C(C(c2ccncc2)C2C(=O)CC(C)(C)CC2=O)C(=O)C1	4%	-9%	?	2%	2%	-17	-14%
52	O=C(O)c1ccccc1Nc1cc(Cl)c2nonc2c1[N+](=O)[O-]	14%	9%	-2%	-1%	13%	4	-10%
53	CCN(CC)CCC(O)(c1ccc2c(c1)OCO2)c1cc(OC)c(OC)c(OC)c1 (stereo not drawn)	-6%	-19%	/	/	2%	11	/
54	COc1ccc(OC)c2c1sc(=NC(=O)C(C)C)n2C	7%	-2%	-8%	-2%	5%	30	-7%
55	O=C1O[C@@H](c2ccccc2)C[C@@H](O)[C@H](O)CCc2ccccc21	/	4%	/	/	-3%	9	/
56	Cc1noc(C)c1Cc1ccc(O)cc1	21%	-11%	-1%	1%	-1%	15	?
57	Cc1ccccc1-c1noc(C23CC4CC(CC(C4)C2)C3)n1	-1%	21%	-11%	-1%	/	33	-21%
58	COc1ccc(CCn2nnnc2C(CC(C)C)N2CCN(c3ncccn3)CC2)cc1OC (stereo not drawn)	17%	0%	?	17%	-11%	-5	24%
59	CCCCCCN1C[C@@H](O)[C@H](n2cc(-c3ccc(F)cc3)nn2)C[C@@H]1c1ccc(C)cc1	/	1%	/	/	-1%	19	/
60	O=C(/C=C/c1cccc([N+](=O)[O-])c1)Nc1cc(C(=O)O)cc(C(=O)O)c1	7%	2%	2%	-11%	-23%	5	-34%
61	Cc1cccc(NC(=O)CSCC(=O)Nc2ccc(S(=O)(=O)N3CCCCC3)cc2)c1	?	19%	?	/	-2%	-39	-31%

No enrichment for hits; overall some 7.5% were active at least once.
